High-throughput results as filed in PubChem.
RXFP1 agonist: qHTS Assay for Agonists of the Relaxin Receptor RXFP1 | Potency, µM (doses to about 57.5 µM), for inactives: top-dose activation, actives largely listed as activators | 370,000 tested, 0.3% active | HEK293T-RXFP1 cAMP TR-FRET, 30 min; response scale: percent of porcine relaxin response, buffer zero | Relaxin receptor 1 (Homo sapiens), Q9HBX9; note: potency is the fitted concentration of half-maximal effect; % is set by controls: 0 for no effect and ±100 for the full control effect; nearly all actives have a fitted effect of over 60% in size; many of its hits are not listed in these tables
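cAMP rise read by TR-FRET after 30 min, 37C compound exposure (up to 58 uM) in RXFP1-transfected HEK293 cells with Ro 20174 present. EC50 from Hill-equation fits, with 29 nM porcine relaxin as 100% and buffer as basal.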
Vif-APOBEC3G blk: qHTS for Inhibitors of Vif-A3G Interactions: qHTS; 410,000 tested, 0.076% active; DNA dC->dU-editing enzyme APOBEC-3G (Homo sapiens), Q9HC16; HeLa A3G-eYFP + Vif (tagged APOBEC3G with the HIV-1 protein that degrades it), YFP fluorescence, overnight; Potency, µM (top dose mostly 46.1 µM), inactives show at the highest dose activity, negative = active, usual class: inhibitors;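 note: potency is the fitted concentration of half-maximal effect; % is set by controls: 0 for no effect and ±100 for the full control effect; nearly all actives have a fitted effect of over 60% in size; hits raise eYFP signal because A3G escapes Vif-driven loss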
Target sequence (Q9HC16 whole entry, looked up): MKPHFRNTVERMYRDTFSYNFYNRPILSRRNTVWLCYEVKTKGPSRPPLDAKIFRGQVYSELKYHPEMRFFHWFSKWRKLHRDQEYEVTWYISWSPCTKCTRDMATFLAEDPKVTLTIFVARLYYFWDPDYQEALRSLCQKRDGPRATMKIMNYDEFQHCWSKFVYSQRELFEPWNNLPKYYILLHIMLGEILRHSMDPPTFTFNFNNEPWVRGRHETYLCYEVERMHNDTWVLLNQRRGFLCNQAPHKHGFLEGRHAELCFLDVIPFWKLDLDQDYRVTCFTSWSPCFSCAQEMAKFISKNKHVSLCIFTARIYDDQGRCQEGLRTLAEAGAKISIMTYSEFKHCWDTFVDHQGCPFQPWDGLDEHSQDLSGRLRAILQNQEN
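Read-out is eYFP fluorescence (Ex 488/Em 500-530) from Vif-expressing HeLa A3G-eYFP cells; more signal means A3G escaped Vif-mediated degradation. Cells plated overnight, compound pinned in, incubated overnight at 37 deg C.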
D1 ag: Allosteric Agonists of the Human D1 Dopamine Receptor: qHTS. D(1A) dopamine receptor (Homo sapiens), P21728. HEK293 T-REx D1 cells, calcium flux, agonist mode. activation, % at 2 µM. 360,000 tested, 1% active. AID 504660, 2011; in the data active = activation above about 30%; note: 0% is about no effect
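Agonism was scored from calcium flux recorded over 180 s (1 read/s) after pintool compound addition, following a 10-cycle baseline. Cells were inducible force-coupled HEK293 TREx D1, plated overnight at 30 C and loaded with no-wash calcium dye.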
Glioma ERSR ind: qHTS for Inducers of the Endoplasmic Reticulum Stress Response (ERSR) in Human Glioma: qHTS | AID 602332, 2012 | Potency, µM, without a hit: at the top dose activation, most hits filed as activators | 420,000 tested, 0.02% active | U87-MG GRP78 promoter luciferase reporter, 16 h; note: potency is the fitted concentration of half-maximal effect; series mostly up to about 76 µM; % of control where 0% means no effect; nearly all actives have a fitted effect of over 35% in size
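Stably transfected U87-MG human glioma cells carrying a GRP78-based luminescent sensor were seeded at 1000 cells/well, pin-dosed with compounds and incubated 16 h. Luciferase reagent was then added, and end-point luminescence was read after 10 min at room temperature.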
Vif-A3F inh: qHTS for Inhibitors of Vif-A3F Interactions: qHTS; HeLa A3F-eYFP + Vif (tagged APOBEC3F with the HIV-1 protein that degrades it), YFP fluorescence increase; Potency, µM (top dose mostly 46.1 µM), for the others: top-dose activity, negative = active; 390,000 tested, 0.2% active; AID 602313, 2012; note: potency is the fitted concentration of half-maximal effect; % of control where 0% means no effect; nearly all actives have a fitted effect of over 65% in size
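Fluorescence increase (Ex 488/Em 500-530) after overnight compound treatment at 37 deg C flags inhibition of Vif-driven A3F-eYFP loss in stable HeLa A3F-eYFP/Vif cells seeded overnight beforehand.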
D1 antagonist: Antagonist of Human D 1 Dopamine Receptor: qHTS. HEK293 TREx D1 cells, calcium flux, dopamine EC80; active compounds read low. activity change, negative = inhibition, % at 10 µM. 360,000 tested, 3.2% active; in the data active = activity change below about -30%; note: % is set by controls: 0 for no effect and ±100 for the full control effect
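HEK293 T-REx cells expressing inducible, force-coupled D1 receptor; no-wash Ca dye, 30–90 min RT. Cmpd → 180 s read at 1 Hz → EC80 DA → 180 s read.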
LDHA inh: qHTS assay for inhibitors of human lactate dehydrogenase | activity change, % (values are at about 110 or 230 µM) | 480,000 tested, 0.15% active | purified LDHA, NADH/diaphorase-resazurin fluorescence; active compounds read low | AID 1347041, 2019; in the data active = activity change below about -30%; inconclusive = mostly about -25% to -30%;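 note: plate controls were DMSO wells for no effect and wells without enzyme for full effect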
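Remaining NADH was detected by diaphorase (0.133 mg/mL) converting 37 µM resazurin to fluorescent resorufin, read at 0 and 20 minutes. The preceding 5-minute room-temperature reaction used 2 nM LDHA, 0.2 mM sodium pyruvate and 0.06 mM NADH at pH 7.4.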
D1 PAM: Potentiators of Human D1 Dopamine Receptor: qHTS | D(1A) dopamine receptor (Homo sapiens), P21728 | AID 504651, 2011 | HEK293 TREx D1 cells, calcium flux, dopamine EC20 potentiation | potentiation, % at 10 µM | 360,000 tested, 0.036% active; in the data active = potentiation above about 30%; note: 0% is about no effect
D2 PAM: HTS Assay for Positive Allosteric Modulators of the Human D2 Dopamine Receptor: Primary Screen for Potentiators; D(2) dopamine receptor (Homo sapiens), P14416; HEK293 T-REx D2, calcium flux, EC20 dopamine potentiation; potentiation, % at 10 µM; 340,000 tested, 0.34% active; AID 485347, 2010;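 active = potentiation over 3 SD above the plate norm, cut at about 30% in these data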; note: 0% is about no effect
Target sequence (P14416 whole entry, looked up): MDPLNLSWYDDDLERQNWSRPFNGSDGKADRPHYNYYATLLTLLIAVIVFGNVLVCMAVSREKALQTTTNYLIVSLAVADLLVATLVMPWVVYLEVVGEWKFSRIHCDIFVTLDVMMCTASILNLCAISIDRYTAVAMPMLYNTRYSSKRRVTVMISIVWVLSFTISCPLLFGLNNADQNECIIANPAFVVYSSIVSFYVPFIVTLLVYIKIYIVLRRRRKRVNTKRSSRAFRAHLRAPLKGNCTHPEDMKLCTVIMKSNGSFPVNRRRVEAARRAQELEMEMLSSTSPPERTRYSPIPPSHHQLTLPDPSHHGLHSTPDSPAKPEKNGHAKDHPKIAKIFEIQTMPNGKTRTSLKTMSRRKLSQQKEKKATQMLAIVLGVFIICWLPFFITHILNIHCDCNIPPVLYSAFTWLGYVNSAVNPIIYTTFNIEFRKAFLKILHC
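Primary screen. Calcium kinetics in induced HEK293 T-REx D2 cells: compound pre-addition 180 s, EC20 dopamine, 180 s more.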
* hit, by the source's call; ? = inconclusive; · = not tested or not shown. Unless noted, calls come from the whole dose curve; as a rule, active = well fitted curve in the direction sought with a large enough effect; inconclusive = small, poorly fitted or top-dose-only effect, or another doubt; inactive = no such curve, though single readings can be large; an effect the other way counts as inactive or inconclusive.

Molecule | RXFP1 agonist | Vif-APOBEC3G blk | D1 ag | Glioma ERSR ind | Vif-A3F inh | D1 antagonist | LDHA inh | D1 PAM | D2 PAM
Cc1cc(Br)ccc1OCCNCc1ccccc1 | -0.2% | -4% | 13 | 5% | -19% | -2 | -18 | -7 | -17
CCOc1ccc(S(=O)(=O)Nc2ccc(C(=O)NCCCN3CCOCC3)cc2)cc1 | 0.3% | -4% | 5 | -3% | -13% | 4 | 0 | 1 | -5
Cn1c(Nc2cccc(Cl)c2)nc2ccccc21 | 1.0% | -7% | 10 | 8% | -21% | 2 | 0 | -6 | -3
Cc1ccc2[nH]c3nc(NN)nnc3c2c1 | 5.9% | 1% | 0 | ? | -20% | -9 | -8 | -3 | 10
O=C(CC1SC(N2CCCC2)=NC1=O)Nc1ccc(C(=O)N2CCN(c3cccc(Cl)c3)CC2)cc1 (centres undefined) | -1.5% | -5% | 0 | -4% | 4% | 4 | -1 | -4 | -12
CCOc1ccc(N2CC(C(=O)NNC(=O)c3ccc(Br)cc3)CC2=O)cc1 (centres undefined) | 2.0% | -1% | -1 | -3% | 6% | 14 | -7 | -3 | -11
O=S(=O)(c1ccc2c(c1)OCCO2)N1CCC(O)(c2ccc(Cl)cc2)CC1 | 0.3% | 0% | 4 | -6% | 1% | -13 | 1 | -7 | 3
COCCN(CCOC)S(=O)(=O)NC[C@H]1O[C@@H](n2cnc3c(N)ncnc32)[C@H](O)[C@@H]1O | · | 0% | · | -2% | 0% | · | -5 | · | ·
Cc1ccc(C(=O)NCCNS(=O)(=O)c2ccccc2)cc1 | -1.1% | -2% | 3 | -2% | 6% | 23 | -11 | -1 | -9
Cc1ccc(SCC(=O)NNC(=O)c2ccccc2)cc1C | 0.2% | -1% | 2 | -4% | 4% | -1 | -3 | 12 | -9

More entries follow:
Molecule | RXFP1 agonist | Vif-APOBEC3G blk | D1 ag | Glioma ERSR ind | Vif-A3F inh | D1 antagonist | LDHA inh | D1 PAM | D2 PAM
CC(=O)c1ccc(S(=O)(=O)N2CCN(CCOc3ccc(Br)cc3)CC2)cc1 | -0.1% | -9% | 8 | -3% | ? | -12 | 2 | -3 | 0
CCCCNC(=O)c1onc(CSc2cccc(F)c2)c1C(=O)O | 0.0% | -19% | -1 | -1% | -3% | -26 | -4 | -2 | -2
CCOC(=O)C1CCCN(C(=O)c2cc3c(-c4cccc(OC)c4)nn(C)c3s2)C1 (centres undefined) | 1.6% | -25% | 4 | -10% | 6% | -1 | 1 | 0 | 0
Cc1noc(C)c1CSCC(=O)N1CCN(c2ccc(F)cc2)CC1 | 0.3% | 1% | 13 | -6% | 8% | -32* | 4 | -3 | 9
COc1ccc(C(=O)Nc2nnc(S(=O)(=O)N(C)Cc3ccc(F)cc3)s2)cc1OC | 3.7% | 0% | 2 | -3% | 10% | -13 | -7 | -8 | -1
CC(C)OCCCNC(=O)c1cccc(NC(=O)c2ccccc2)c1 | -0.6% | -2% | 1 | -3% | -12% | 1 | -2 | -3 | 5
Cn1cnnc1SCc1ccc(C(=O)N/N=C(/CCC(=O)O)c2ccc(C(C)(C)C)cc2)cc1 | · | 0% | · | 0% | 5% | · | -4 | · | ·
Cc1nn(Cc2c(Cl)cccc2Cl)c(C)c1C(=O)NCc1ccc(C)n1C | 8.4% | -4% | 0 | -9% | 1% | -11 | 7 | -9 | 0
COCCSc1nnc(NC(=O)C2CCCO2)s1 (centres undefined) | 1.4% | 1% | 2 | 4% | -2% | -1 | -7 | -4 | 0
Cc1ccc(OCC(=O)NNC(=S)NC(=O)c2ccc(Br)o2)c(C)c1 | -1.6% | -12% | 41* | 1% | 2% | -13 | 1 | 2 | 3

Remaining list, next part.
Molecule | RXFP1 agonist | Vif-APOBEC3G blk | D1 ag | Glioma ERSR ind | Vif-A3F inh | D1 antagonist | LDHA inh | D1 PAM | D2 PAM
O=C(c1ccco1)N(Cc1ccc(Cl)cc1)C1CCS(=O)(=O)C1 (centres undefined) | -2.1% | -2% | 2 | -3% | 7% | -3 | -6 | -4 | -2
CC(C)CCC(CCNCc1ccccn1)c1ccc2c(c1)OCO2 (centres undefined) | 0.0% | 0% | 30* | -4% | 1% | -15 | -5 | 6 | -21
O=[N+]([O-])c1ccc(Cl)c(S(=O)(=O)/N=C(/c2ccccc2)N2CCOCC2)c1 | -1.2% | -6% | 0 | -2% | 4% | 19 | -14 | 3 | 4
O=C(Cn1c(=O)oc2cccnc21)Nc1ccc(C(F)(F)F)cc1 | 2.2% | -1% | 0 | -5% | 5% | 3 | -7 | -2 | 1
Cc1oc2c(cc(NS(=O)(=O)c3ccc(F)cc3)c3ccccc32)c1C(=O)O | -1.4% | -10% | 2 | -2% | ? | 4 | 21 | · | 2
Cc1cc(-c2ccc(C)c(S(=O)(=O)Nc3cccc(C)n3)c2)on1 | 3.3% | 2% | 0 | 0% | 1% | -44* | -5 | 2 | 11
O=C1N=C(N2CCCCC2)SC1=C1CCCC1 | 1.3% | 2% | 1 | 3% | -1% | -7 | 3 | 1 | -3
CCOc1cc(S(=O)(=O)NCCc2c(C)[nH]c3ccc(C)cc23)ccc1F | 1.3% | -3% | 4 | -2% | -1% | 4 | 4 | 0 | 3
CCCc1c(O)c2ccccc2n(-c2ccccc2)c1=O | 4.9% | 0% | · | -5% | 0% | · | -9 | · | ·
CC(C)CN(CCCNC(=O)c1cc(=O)[nH]c2ccc(S(=O)(=O)N3CCCC3)cc12)CC(C)C | -1.1% | 0% | -2 | -3% | -10% | -11 | -3 | 0 | 1

Carrying on.
Each structure is followed by: RXFP1 agonist | Vif-APOBEC3G blk | D1 ag | Glioma ERSR ind | Vif-A3F inh | D1 antagonist | LDHA inh | D1 PAM | D2 PAM
> Cn1nc(CC(=O)NC2CCCCC2)c2ccccc2c1=O
 : -0.2% | 1% | 7 | -3% | 0% | -13 | -6 | 0 | 2
> Cc1noc(NS(=O)(=O)c2ccc(NC(=O)c3cc(-c4ccccc4Cl)nc4ccccc34)cc2)c1C
 : 1.0% | -14% | 2 | -3% | -3% | 7 | -16 | 3 | 10
> O=C(COC(=O)/C=C/c1cccc(Br)c1)NCc1cccs1
 : · | -1% | · | -4% | -7% | · | -18 | · | ·
> C#CCNC(=O)C1=C[C@H](c2csc3ccccc23)C[C@H](OCCCCO)O1
 : -1.6% | -9% | 0 | -2% | 4% | -16 | 1 | -1 | 5
> CCOc1ccc(C2C(=O)N(C3CCCCC3)CC(=O)N2CC2CCCO2)cc1OC (centres undefined)
 : 1.1% | -3% | 2 | -5% | -7% | 2 | 3 | -1 | -2
> COC(=O)C(C)Sc1nc2c(c(=O)[nH]c(=O)n2C)n1CCC(C)C (centres undefined)
 : 5.6% | 2% | -1 | ? | -3% | -11 | -4 | 1 | -4
> COc1cccc(CN2CC(C(=O)NCCN3CCOC3=O)CCC2=O)c1 (centres undefined)
 : 0.1% | 2% | 5 | 5% | 6% | 3 | 0 | -7 | 7
> O=C(CNC(=O)c1ccccc1F)NCCN1C(=O)S/C(=C\c2ccc3c(c2)OCO3)C1=O
 : 1.7% | 7% | 4 | -5% | -14% | -18 | -1 | 7 | 18
> C/C(N)=C(/C#N)C(=O)CSc1nc(-c2ccccc2)c(-c2ccccc2)o1
 : 1.3% | -4% | 1 | -1% | -11% | -17 | 3 | -7 | ·
> NC(=O)c1cc(S(=O)(=O)NCc2ccc(F)cc2)cs1
 : -2.0% | -3% | 1 | -6% | -8% | 4 | -1 | -7 | -3
> CCC(=O)Nc1cc(C(F)(F)F)ccc1N1CCCC1
 : -1.2% | 0% | 3 | 4% | 14% | -1 | -8 | 3 | ·
> CCOC(=O)C(NC(=O)c1ccccc1OCC)(Nc1ncccn1)C(F)(F)F (centres undefined)
 : 0.5% | -8% | 9 | -3% | 3% | -11 | 3 | -8 | 9
> CCN(CC)c1ccc(C2NCC(c3ccc([N+](=O)[O-])cc3)O2)cc1 (centres undefined)
 : -4.5% | -7% | 0 | 2% | -8% | -3 | -9 | -2 | 7
> O=C(NCc1cccs1)C1CCCN(C(=O)Nc2ccccc2)C1 (centres undefined)
 : 1.0% | 1% | 2 | 0% | 9% | 1 | -1 | -7 | -4
> COc1ccccc1-c1nc2c(c(SCC(=O)N3CCCCC3)n1)Cc1c(CO)cnc(C)c1O2
 : 2.7% | 1% | 4 | -4% | 0% | 5 | 0 | -4 | 0

Gathered by group: the compounds so far with an aryl thioether with sulfur outside any ring (seven)
Each structure is followed by: RXFP1 agonist | Vif-APOBEC3G blk | D1 ag | Glioma ERSR ind | Vif-A3F inh | D1 antagonist | LDHA inh | D1 PAM | D2 PAM
> Cc1ccc(SCC(=O)NNC(=O)c2ccccc2)cc1C
 : 0.2% | -1% | 2 | -4% | 4% | -1 | -3 | 12 | -9
> CCCCNC(=O)c1onc(CSc2cccc(F)c2)c1C(=O)O
 : 0.0% | -19% | -1 | -1% | -3% | -26 | -4 | -2 | -2
> Cn1cnnc1SCc1ccc(C(=O)N/N=C(/CCC(=O)O)c2ccc(C(C)(C)C)cc2)cc1
 : · | 0% | · | 0% | 5% | · | -4 | · | ·
> COCCSc1nnc(NC(=O)C2CCCO2)s1 (centres undefined)
 : 1.4% | 1% | 2 | 4% | -2% | -1 | -7 | -4 | 0
> COC(=O)C(C)Sc1nc2c(c(=O)[nH]c(=O)n2C)n1CCC(C)C (centres undefined)
 : 5.6% | 2% | -1 | ? | -3% | -11 | -4 | 1 | -4
> C/C(N)=C(/C#N)C(=O)CSc1nc(-c2ccccc2)c(-c2ccccc2)o1
 : 1.3% | -4% | 1 | -1% | -11% | -17 | 3 | -7 | ·
> COc1ccccc1-c1nc2c(c(SCC(=O)N3CCCCC3)n1)Cc1c(CO)cnc(C)c1O2
 : 2.7% | 1% | 4 | -4% | 0% | 5 | 0 | -4 | 0

These rows are one share of the data, so the mix of outcomes need not match the whole.
